# Screening results as filed in PubChem.
# PfHsp40 rescue = compounds rescuing yeast from Plasmodium falciparum HSP40 toxicity | S. cerevisiae expressing PfHsp40, growth rescue, ATP luminescence | growth rescue, % at 12.5 µM | hit rate 0.68% among 340,000 | AID 504582; in the data active means growth rescue above about 28%, passing the limit was not always enough; inconclusive means no clear call, values can overlap the other calls;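 further: yeast W303a lacking pdr1 and pdr3 grown in galactose medium; growth measured after three days at 30 °C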
# Vc quorum ag = induces V. cholerae light production without autoinducers. V. cholerae BH1578 lux reporter, luminescence, 6 h. activation, % at 18.7 µM. hit rate 0.16% among 350,000; in the data active means activation mostly above about 9.7%, no sharp cut-off; inconclusive means no clear call, values can overlap the other calls; inactive means mostly below about 3.7%; further: not every result past the cut was called active; inactives centre near 0; reference of the scale not given here
# PriA SSB inh = blocks PriA binding to SSB C-terminal tail; AlphaScreen SSBct-PriA binding, biotinylated peptide; inhibition, % at 33 µM; hit rate 0.6% among 430,000; AID 1272365; in the data active means inhibition mostly above about 37%, no sharp cut-off; inactive means mostly below about 20%;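 further: plate controls were negative control peptide for no effect and reference peptide for full effect; strong numbers were not always called active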
# SARS 3CLpro inh = SARS-CoV 3CLpro protease inhibition | P0C6X7 | recombinant SARS-CoV 3CLpro, quenched FRET peptide cleavage | inhibition, % at 6 µM | hit rate 0.14% among 290,000 | AID 1706; in the data active means inhibition above about 12%
# TcdB GH inh = inhibitors of Clostridioides difficile toxin B glycohydrolase; P18177; TcdB glycohydrolase enzymatic assay, plate reader; inhibition, % at 9.99 µM; hit rate 0.24% among 350,000; in the data active means inhibition above about 10%
# Y pestis TopoI = blocks Yersinia pestis topoisomerase I activity. Y. pestis Topo-I cleavage product accumulation, plate reader. activity, % at 10 µM. hit rate 0.064% among 360,000; in the data active means activity above about 50%, passing the limit was not always enough; inconclusive means no clear call, values can overlap the other calls; further: inactives centre near 2
# MazF activator = activators of E. coli MazEF toxin-antitoxin RNase; FAM/BHQ RNA-DNA oligo cleavage fluorescence, 5 h; activation, % at 20 µM; hit rate 0.32% among 350,000; AID 504720; in the data active means activation above about 50%
# Target sequence (P0AE70 whole entry, looked up): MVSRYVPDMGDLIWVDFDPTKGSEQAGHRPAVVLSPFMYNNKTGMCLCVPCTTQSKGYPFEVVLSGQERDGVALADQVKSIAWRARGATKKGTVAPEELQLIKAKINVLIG
# Rv3671c inh = inhibits the M. tuberculosis serine protease Rv3671c | inhibition, % at 5.96 µM | P9WHR9 | hit rate 0.048% among 320,000; in the data active means inhibition above about 38%;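 further: extracellular domain of Rv3671c used as enzyme; 0% = enzyme with DMSO and 100% = no enzyme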
# Anthrax LF inh2 = anthrax lethal factor protease inhibition; multiplex microsphere protease cleavage assay, LF; inhibition, % at 10 µM; hit rate 0.12% among 360,000; AID 588501; in the data active means inhibition above about 30%; inconclusive means no clear call, values can overlap the other calls; further: plate controls were buffer without enzyme for full effect and enzyme alone for no effect
# Target sequence (P15917 whole entry, looked up): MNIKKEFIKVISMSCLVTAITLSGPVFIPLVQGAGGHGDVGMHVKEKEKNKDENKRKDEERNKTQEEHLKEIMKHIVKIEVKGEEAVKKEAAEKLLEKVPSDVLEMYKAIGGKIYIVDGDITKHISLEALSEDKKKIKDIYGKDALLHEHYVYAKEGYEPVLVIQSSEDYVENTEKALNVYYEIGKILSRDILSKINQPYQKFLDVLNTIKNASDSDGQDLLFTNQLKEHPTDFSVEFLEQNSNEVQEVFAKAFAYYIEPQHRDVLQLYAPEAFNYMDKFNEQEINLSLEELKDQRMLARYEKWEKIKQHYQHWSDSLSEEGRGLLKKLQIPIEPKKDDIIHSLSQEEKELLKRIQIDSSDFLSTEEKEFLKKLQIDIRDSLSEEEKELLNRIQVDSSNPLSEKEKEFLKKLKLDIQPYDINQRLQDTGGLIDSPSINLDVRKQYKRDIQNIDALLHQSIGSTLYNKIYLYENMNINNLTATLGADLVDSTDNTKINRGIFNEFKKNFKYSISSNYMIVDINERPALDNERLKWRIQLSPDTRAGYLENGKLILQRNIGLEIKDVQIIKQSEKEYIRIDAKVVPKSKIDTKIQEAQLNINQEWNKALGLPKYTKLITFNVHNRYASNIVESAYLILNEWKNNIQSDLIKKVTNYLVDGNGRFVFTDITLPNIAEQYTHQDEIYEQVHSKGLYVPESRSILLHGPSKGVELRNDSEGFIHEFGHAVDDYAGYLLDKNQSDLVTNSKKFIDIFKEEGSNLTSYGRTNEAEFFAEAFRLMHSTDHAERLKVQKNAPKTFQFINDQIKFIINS
# DUSP3 inh = DUSP3 (human) phosphatase inhibition; recombinant VHR phosphatase, pNPP absorbance; inhibition, % at 13.3 µM; hit rate 0.52% among 290,000; AID 1654; in the data active means inhibition above about 50%; further: some compounds called inactive have numbers as strong as hits
# Numbers without * were called inactive; i = inactive; ? = inconclusive; . = no result given; & = joins results of further samples. A portion of the library. The share of hits here may be higher or lower than overall.
SMILES,PfHsp40 rescue,Vc quorum ag,PriA SSB inh,SARS 3CLpro inh,TcdB GH inh,Y pestis TopoI,MazF activator,Rv3671c inh,Anthrax LF inh2,DUSP3 inh
COc1ccc(C(=O)c2ccc(Cl)cc2Cl)cc1,4.6,i,-80,4,.,4,-2,-2,-2,-6
Cc1c(Cl)cccc1NC(=S)N(CCCN1CCOCC1)Cc1ccco1,0.9,i,5,6,0.7,-1,-16,-4,0,1
O=C(CCNS(=O)(=O)c1cccc2nsnc12)NCCC1=CCCCC1,-1.3,i,2,1,.,-9,7,-1,-1,-15
CCCNc1nc2c(c(=O)n(C)c(=O)n2C)n1CCc1ccccc1,-0.2,-25,2,4,.,12,4,1,-2,34
CCCc1c(C(=O)N/N=C/c2sccc2C)nnn1-c1nonc1N,-0.8,-0.4,.,-5,-0.5,-2,-6,-9,1,-8
CC(=NCCc1c(C)[nH]c2ccc(OC(F)(F)F)cc12)C1=C(O)CC(c2ccccc2)CC1=O (stereo unspecified),-0.9,i,-7,8,-0.2,-8,-2,-9,0,20
Cc1nc(/N=C(\N)NC(=O)c2ccccc2)nc2ccccc12,1.4,-0.4,.,5,2.0,5,10,-7,-2,-11
O=C(N[C@H]1CCC(=O)N([C@H](CSc2ccc(Br)cc2)Cc2ccccc2)CC1)OCc1ccccc1,2.2,-0.6,-4,.,0.0,3,-7,-15,0,.
Cc1nn(-c2cc(N3CCNCC3)ccc2[N+](=O)[O-])c(=O)c2ccccc12,6.3,i,-13,-3,.,0,12,-5,-2,-7
O=C1C(O)CCN1Cc1ccccc1 (stereo unspecified),-0.3,-2.9,-8,.,1.2,-8,13,.,-6,.
O=C1C2CC=CCC2C(=O)N1c1ccc(OCC(O)Cn2nnc3ccccc32)cc1 (stereo unspecified),0.6,-5.6,4,3,.,9,-2,9,-4,12
CN1CCN(C(=S)NC(=O)c2cccc([N+](=O)[O-])c2)CC1,0.3,i,-3,-3,0.4,-9,1,6,-6,36
CCN(c1ccccc1)S(=O)(=O)c1ccc(OC)c(OC)c1,-0.2,i,-14,5,0.1,-4,4,-2,-1,30
COC(=O)[C@@H](NC(=O)c1cc(COc2cncc(Cl)c2)on1)c1ccccc1,0.4,-0.4,-8,4,3.8,-8,-5,7,0,4
COc1ccc(-n2c(SCC(=O)N3CCOCC3)nnc2C(C)N2CCCCC2)cc1 (stereo unspecified),.,.,-18,0,.,.,3,2,.,-1
CCN(CC(=O)NCc1ccc(F)cc1)C(=O)CN1CCN(c2ccc(OC)cc2)CC1,-1.5,0.1,4,-1,0.4,-2,1,-4,-10,-10
CCc1ccc(C(=O)N/N=C/c2cccc3ccccc23)nc1,1.4,-0.3,.,3,-0.5,1,6,-2,1,12
Cc1cc(NC(=O)c2ccccc2)n(C(C)(C)C)n1,.,-0.6,0,-2,0.3,-5,5,-5,.,14
C[C@H](O)[C@H](O)[C@H]1CNc2nc(N)[nH]c(=O)c2N1,-1.5,-0.7,-10,.,-0.3,3,-2,5,0,.
COc1ccc2[nH]c(=O)c(CN(CCN(C)C)C(=O)NCc3ccccc3)cc2c1,-0.2,-0.1,2,-2,.,-4,8,3,-4,-8
O=C(O)CCSc1nc2ccc(Br)cc2[nH]1,0.0,i,-9,4,.,-14,2,2,-1,12
CC(O)c1ccc(OCCN(C)c2ccccn2)cc1 (stereo unspecified),0.5,1.4,-22,-3,1.1,6,4,-17,-18,23
O=C(NCc1ccco1)c1ccc2c(c1)C(=O)N(Cc1ccccc1)C2=O,2.5,-0.5,8,-2,.,24,9,-3,-8,2
CC(=O)Nc1ccc2nc(C)n(Cc3ccc(Cl)cc3)c(=O)c2c1,0.6,i,-12,0,.,8,-1,-8,-6,-4
COc1ccccc1CCNC(=O)CCCn1nc(C)c2c(C)n(-c3ccc(C)cc3)nc2c1=O,1.8,i,-13,0,1.6,28,2,-6,-2,-7

# 2 compounds from above with just PfHsp40 rescue.
Compound,PfHsp40 rescue
C[C@H](O)[C@H](O)[C@H]1CNc2nc(N)[nH]c(=O)c2N1,-1.5
COc1ccccc1CCNC(=O)CCCn1nc(C)c2c(C)n(-c3ccc(C)cc3)nc2c1=O,1.8

# Returning to the listing, starting 3 compounds before the break.
SMILES,PfHsp40 rescue,Vc quorum ag,PriA SSB inh,SARS 3CLpro inh,TcdB GH inh,Y pestis TopoI,MazF activator,Rv3671c inh,Anthrax LF inh2,DUSP3 inh
O=C(NCc1ccco1)c1ccc2c(c1)C(=O)N(Cc1ccccc1)C2=O,2.5,-0.5,8,-2,.,24,9,-3,-8,2
CC(=O)Nc1ccc2nc(C)n(Cc3ccc(Cl)cc3)c(=O)c2c1,0.6,i,-12,0,.,8,-1,-8,-6,-4
COc1ccccc1CCNC(=O)CCCn1nc(C)c2c(C)n(-c3ccc(C)cc3)nc2c1=O,1.8,i,-13,0,1.6,28,2,-6,-2,-7
Cc1ccc(/C=N/NC(=O)CSc2nc3ccccc3n2Cc2ccccc2)o1,0.9,-0.3,.,4,.,35,-2,-4,1,8
Cc1nc(C(F)(F)F)c(C(=O)NC(=O)Nc2ccccc2)s1,-0.8,3.6,-13,2,.,7,2,2,-1,6
O=C(COC(=O)CCC(=O)c1cccs1)NC1CCCCC1,0.6,i,-5,.,1.3,2,-2,-5,2,.
COCC(=O)Nc1ncc(S(=O)(=O)c2ccc([N+](=O)[O-])cc2)s1,-1.0,i,-12,0,-0.9,3,3,5,0,34
CC/C(=N\NC(=O)OC)c1ccc(OC(F)F)cc1,-1.9,-0.9,.,-1,5.1,3,5,13,-2,-2
COc1ccc(C2CC(c3ccc(F)cc3)Nc3nc(N)nn32)cc1 (stereo unspecified),-0.2,-0.4,0,2,0.8,6,13,5,5,21
O=C(Nc1ccc(N2CCOCC2)c(S(=O)(=O)Nc2ccc(Cl)cc2)c1)c1cnccn1,1.4,i,-6,3,-5.7,8,7,1,0,-2
CCc1nnc(NC(=O)CN2CCN(c3nc(-c4ccccc4)cs3)CC2)s1,0.3,-0.5,11,3,.,31,-6,-6,-2,9
Cc1ccc2nc(CSc3nnc(Cc4cccs4)n3C3CCCCC3)cc(=O)n2c1,-0.8,-0.3,2,0,.,14,0,-1,3,17
CCOC(=O)C1CCCN(C(=O)c2cc(-c3ccc(C)cc3)nc3ccccc23)C1 (stereo unspecified),?,i,-1,2,1.2,24,-3,3,-8,4
Nc1nc(NCc2ccco2)nc(N2CCCCCC2)c1[N+](=O)[O-],-0.3,-0.7,20,11,.,2,-1,-7,-4,-4
Cc1ccc(S(=O)(=O)Cn2nnnc2C(CC(C)C)N2CCN(c3ccc(F)cc3)CC2)cc1 (stereo unspecified),0.5,i,-3,-16,.,6,5,0,-2,-6
OCc1nc2ccccc2n1CCOc1ccccc1,-0.6,-0.6,-2,.,2.4,-6,7,1,3,.
Cc1ccc(Cl)cc1NC(=S)N1CCC(c2ccccc2)C1 (stereo unspecified),?,-0.4,-13,1,1.1,4,9,7,0,-7
O=C(c1ccc(Cl)c(F)c1F)N1CCCC1,-1.4,i,-2,-1,.,4,4,-3,5,13
Nc1nc(COC(=O)C2CCN(C(=O)c3ccc(Cl)cc3)CC2)nc(Nc2ccccc2)n1,-1.4,i,6,.,4.3,5,0,-4,0,.
Cc1ccc(S(=O)(=O)N2CCCCC2)cc1NC(=O)CSc1nnc(C2CC2)n1C,-0.2,-1.3,-15,.,1.0,2,8,4,2,.
CC(C)CCn1c(NCCN(C)C)nc2c1c(=O)[nH]c(=O)n2C,0.0,1.0,-11,-2,.,-4,-1,-4,0,18
COC(=O)COc1ccc(S(=O)(=O)N2CCOCC2)cc1C,0.4,i,-9,-4,.,5,-9,-2,-7,-9
CCn1cc(C(=O)NCCCOC)c(=O)c2cc(S(=O)(=O)N3CCC(C)CC3)ccc21,0.6,i,-6,4,0.2,28,-1,0,-4,21
Cc1c(-c2ccccc2)oc2c(C(=O)OCC(=O)Nc3cccc(F)c3)cccc2c1=O,-0.5,i,4,5,1.2,2,2,-9,0,2
COc1ccccc1CNC(=O)c1cc2sccc2n1C,0.3,-0.3,24,0,2.6,-6,-2,4,-3,18
COc1ccc2nc(NC(=O)c3c(C)noc3C)sc2c1,0.6,i,-4,.,0.2,-7,-14,0,-6,.
N=c1c2c3c(sc2nc2n1CCCCC2)CCCC3,1.2,i,-11,2,.,0,7,-1,-2,22
CCOc1cc(/C=C2\C(=O)NN(c3ccccc3)C2=O)cc([N+](=O)[O-])c1O,0.8,0.5,-9,3,-0.7,-1,1,13,1,8
SMILES,PfHsp40 rescue,Vc quorum ag,PriA SSB inh,SARS 3CLpro inh,TcdB GH inh,Y pestis TopoI,MazF activator,Rv3671c inh,Anthrax LF inh2,DUSP3 inh
CCn1c2ccccc2c2cc(NS(=O)(=O)c3ccccc3C)ccc21,-1.0,-4.5,15,-5,.,0,-3,-8,0,21
CC1CC(C)(C)CC2(C1)NC(=O)N(CC(=O)OCC(=O)Nc1cc(S(=O)(=O)N3CCCCC3)ccc1Cl)C2=O (stereo unspecified),-1.2,i,-8,.,-1.5,-2,3,.,-4,.
CCCNC(=S)N1CCN(C(c2ccccc2)c2ccccc2)CC1,2.7,-0.2,-7,2,.,10,-9,-28,-2,10
C=CCOc1ccc(/C=C2\C(=N)N3N=C(S(=O)(=O)CC)SC3=NC2=O)cc1OC,1.0,i,2,1,-10,0,6,-4,-2,8
CN1CCC(=NNC(=O)C(=O)NC2CCCCC2)CC1,0.3,i,-3,1,.,-8,-1,5,-2,18
CCc1nnc(NC(=O)CSc2ccc(-c3ccc(-n4cccn4)cc3)nn2)s1,0.3,-0.3,2&-8,.,0.5,-5,0,-17,2,.
CC(C(=O)Nc1ncc2c(n1)CC(C)(C)CC2=O)N1C(=O)c2ccccc2C1=O (stereo unspecified),-0.1,-1.3,-7,1,.,2,3,-13,0,19
CC1=C(C(=O)OCc2ccccc2)C(c2ccc(Cl)cc2)NC(=O)N1CCCCCC(=O)O (stereo unspecified),3.3,-0.2,8,3,-4.6,32,3,3,0,-3
CC(=O)c1cccc(NC(=O)c2nccnc2C(=O)O)c1,-0.9,i,-19,2,.,5,-4,0,-1,12
CCOC(=O)Cn1nnnc1CN1CCN(c2ccc(OC)cc2)CC1,0.2,-2.3,-10,-3,-2.2,0,0,-2,-9,22
CC1(C(=O)NS(=O)(=O)c2ccc(F)cc2F)CCN1C(=O)c1ccco1 (stereo unspecified),.,i,.,.,1.3,-3,.,.,2,.
Cc1cc(C)nc(/N=C(\N)Nc2ccc3c(c2)OCCO3)n1,1.0,i,.,-2,.,0,-10,4,0,14
Cc1ccccc1C(=O)OC(C)C(=O)NCc1ccc2c(c1)OCO2 (stereo unspecified),0.4,-5.2,-1,.,0.3,14,5,2,-5,.
CN(CC(=O)O)S(=O)(=O)c1ccc2[nH]c(=O)c(=O)[nH]c2c1,0.9,0.1,7,7,1.5,-3,8,1,2,-20
O=C(NCc1ccccn1)C(=O)Nc1ccccc1,-0.7,-0.4,-9,0,-0.4,1,7,1,-9,26
CN(C)C(CNC(=O)c1cccc(S(=O)(=O)Nc2ccccc2Cl)c1)c1ccco1 (stereo unspecified),0.1,-0.6,2,.,0.6,-7,-2,-9,2,.
O=[N+]([O-])c1ccc(S(=O)(=O)N2CCN(Cc3ccco3)CC2)cc1,-0.6,0.1,-2,4,0.9,5,0,-1,12,20
CC(/C=N/NC(=O)COc1ccccc1C)=N\NC(=O)COc1ccccc1C,1.1,-0.4,.,-3,-0.7,7,-17,-7,0,-3
CCN(CC)Cc1c(O)c(Cl)cc2c(C)c(C)c(=O)oc12,-0.7,-0.4,3,3,.,8,0,-5,?,31
CCCc1cc(-c2n[nH]c(=S)n2Cc2ccccc2)cs1,1.9,-0.3,9,2,3.7,-1,-20,0,2,-6
COc1ccc(CCNC(=O)COC(=O)c2cc(=O)c3ccccc3o2)cc1,-0.8,i,-12,.,-0.5,-4,7,0,-10,.
